KOR beta-arrestin-1: KOR antagonists, beta-arrestin recruitment, cell-based, luminescence, uHTS (AID 1778); hit rate 0.091% among 290,000; KOR beta-arrestin recruitment, luminescence, antagonist mode; higher % means a stronger effect; inhibition, % at 10 µM, or IC50 in µM where a hit was titrated; also: strong numbers were not always called active
NOD1 NF-kB reporter: inhibition of NOD1-driven NF-kB reporter – cell-based, luminescence, uHTS, primary screen (AID 1578); NOD1-driven NF-kB luciferase reporter cells, luminescence; higher % means a stronger effect; inhibition, % at 4 µM; hits with a dose series show EC50 in µM; hit rate 1% among 290,000; in the data active = inhibition mostly above about 36%, no sharp cut-off; inactive = mostly below about 34%;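 also: HEK-293T reporter cells stimulated with the NOD1 agonist gamma-tri-DAP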
KOR beta-arrestin-2: KOR agonists, beta-arrestin recruitment, primary screen, cell-based, luminescence, uHTS (AID 1777); KOR beta-arrestin recruitment, luminescence; higher % means a stronger effect; hit rate 0.02% among 280,000; one-dose activation, % at 10 µM; EC50 in µM for titrated hits; in the data active = activation above about 50%, passing the limit was not always enough; also: a part of the inactive calls stands beside numbers as strong as those of hits
Yfh1-off respiration: enhancers of respiration in Yfh1-depleted yeast, dose response, Friedreich's ataxia, plus single-dose screen (AID 1465) | S. cerevisiae Yfh1-off respiration, WST-1 reduction, 72 h; higher fold induction means a stronger effect | one-dose fold induction at 50 µM; EC50 in µM for titrated hits | hit rate 0.074% among 220,000;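 active = fold induction of absorbance versus untreated yeast above a set limit, then at least 30% activation at any dose in follow-up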;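 also: activators that raise dye reduction in frataxin-depleted yeast; strong numbers were not always called active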
HIV fusion peptide: cell-free HIV fusion peptide-binding blockers – biochemical, uHTS, fluorescence dequenching, primary screen (AID 1986). cell-free peptide binding, fluorescence dequenching, 30 min; higher % means a stronger effect. hit rate 0.3% among 290,000. inhibition, % at 20 µM; hits with a dose series show IC50 in µM; in the data active = inhibition mostly above about 52%, no sharp cut-off; inactive = mostly below about 76%; also: some results filed as inactive read as strong as hits
West Nile virus CPE: West Nile virus antiviral activity, cell-based, CPE readout (AID 1621); West Nile virus-infected cells, CPE inhibition; higher % means a stronger effect; hit rate 0.02% among 290,000; CPE inhibition, % at 10 µM; hits with a dose series show IC50 in µM; in the data active = a potency from the dose series; also: strong numbers were not always called active
AID2073: disruptors of CaV2.2 binding to Mint1 – biochemical, HTRF (AID 2073) | HTRF protein-protein interaction, Mint1-CaV2.2; higher % means a stronger effect | inhibition, % at 20 µM; hits with a dose series show IC50 in µM | hit rate 0.19% among 290,000; in the data active = inhibition mostly above about 51%, no sharp cut-off; also: some results filed as inactive read as strong as hits
NOD2 inhibition: inhibition of NOD2-driven NF-kB reporter – cell-based, luminescence, uHTS, HEK293 (AID 1566); HEK293 NOD2/NF-kB luciferase reporter, luminescence; higher % means a stronger effect; inhibition, % at 4 µM, or EC50 in µM where a hit was titrated; hit rate 0.63% among 290,000; also: many of its hits are not listed in these tables
Dengue-2 NS5 capping: Dengue-2 NS5 methyltransferase inhibitors, primary screen, biochemical, confirmation dose response (AID 588689) | one-dose inhibition, % at 25 µM; IC50 in µM for titrated hits | Dengue-2 NS5 methyltransferase capping enzyme assay, biochemical; higher % means a stronger effect | hit rate 0.3% among 340,000; in the data active = a potency from the dose series
* marks the source's active call; other numbers are inactive results; i = inactive; / = not tested or not shown; [ ] = dose if it differs, or a comment. Rule as the data show it, unless noted: active = inhibition above about 50%; inactive = the rest. These rows are one share of the data; rates above refer to the full screens.

Keys – A = KOR beta-arrestin-1; B = NOD1 NF-kB reporter; C = KOR beta-arrestin-2; D = Yfh1-off respiration; E = HIV fusion peptide; F = West Nile virus CPE; G = AID2073; H = NOD2 inhibition; I = Dengue-2 NS5 capping
1) O=C(Nc1cccc(NC(=O)c2ccco2)c1)c1ccc2c(c1)OCCO2
  A: -40%[20 µM]	B: -39%	C: -3.3%	D: i	E: -1.1%	F: -0.1%	G: 3%	H: 0%	I: -6%
2) COc1cccc(CC2(CO)CCCN(Cc3ccc(C)s3)C2)c1 (configuration not stated)
  A: -11%	B: 4%	C: -5.6%	D: i	E: 1.7%	F: -0.9%	G: 6%	H: -3%	I: -5%
3) CC(C)=CCC/C(C)=C/C=N/NC(=O)c1cccc([N+](=O)[O-])c1
  A: 14%	B: -29%	C: -2.6%	D: i	E: -1.1%	F: 0.5%	G: 18%	H: 6%	I: 1%
4) COc1ccc(Br)cc1CN1CCCC(C(=O)N2CCCCC2)C1 (configuration not stated)
  A: -9%	B: -5%	C: -2.5%	D: i	E: 0.1%	F: -0.8%	G: 0%	H: 15%	I: -3%
5) C=CCSc1nnc(NC(=O)CSc2nc3ccccc3[nH]2)s1
  A: -14%	B: /	C: 0.7%	D: i	E: -2.5%	F: 0.2%	G: -2%	H: 17%	I: -12%
6) O=C(O)c1cccc(-n2c(/C=C/c3cccc([N+](=O)[O-])c3)nc3ccccc3c2=O)c1
  A: 6%	B: -11%	C: 0.0%	D: /	E: 2.3%	F: 0.4%	G: 12%	H: -4%	I: -7%
7) Cc1cc(C)n2nnnc2c1C#N
  A: 26%	B: 5%	C: -1.0%	D: i	E: 1.0%	F: 0.0%	G: 4%	H: 10%	I: 5%
8) O=C(Nc1ccc(NC(=O)c2cccs2)cc1)c1ccc2c(c1)OCCO2
  A: 5%	B: -12%	C: 3.9%	D: i	E: -1.0%	F: 0.2%	G: 36%	H: 16%	I: 7%

Ordered by formula weight (rising): some entries from above
Keys – A = KOR beta-arrestin-1; B = NOD1 NF-kB reporter; C = KOR beta-arrestin-2; D = Yfh1-off respiration; E = HIV fusion peptide; F = West Nile virus CPE; G = AID2073; H = NOD2 inhibition; I = Dengue-2 NS5 capping
7) Cc1cc(C)n2nnnc2c1C#N
  A: 26%	B: 5%	C: -1.0%	D: i	E: 1.0%	F: 0.0%	G: 4%	H: 10%	I: 5%
2) COc1cccc(CC2(CO)CCCN(Cc3ccc(C)s3)C2)c1 (configuration not stated)
  A: -11%	B: 4%	C: -5.6%	D: i	E: 1.7%	F: -0.9%	G: 6%	H: -3%	I: -5%
1) O=C(Nc1cccc(NC(=O)c2ccco2)c1)c1ccc2c(c1)OCCO2
  A: -40%[20 µM]	B: -39%	C: -3.3%	D: i	E: -1.1%	F: -0.1%	G: 3%	H: 0%	I: -6%

Single records (already shown). Order of screens: KOR beta-arrestin-1	NOD1 NF-kB reporter	KOR beta-arrestin-2	Yfh1-off respiration	HIV fusion peptide	West Nile virus CPE	AID2073	NOD2 inhibition	Dengue-2 NS5 capping
O=C(O)c1cccc(-n2c(/C=C/c3cccc([N+](=O)[O-])c3)nc3ccccc3c2=O)c1 is listed as 6%	-11%	0.0%	/	2.3%	0.4%	12%	-4%	-7%
O=C(Nc1cccc(NC(=O)c2ccco2)c1)c1ccc2c(c1)OCCO2 is listed as -40%[20 µM]	-39%	-3.3%	i	-1.1%	-0.1%	3%	0%	-6%
COc1ccc(Br)cc1CN1CCCC(C(=O)N2CCCCC2)C1 (configuration not stated) is listed as -9%	-5%	-2.5%	i	0.1%	-0.8%	0%	15%	-3%
O=C(Nc1ccc(NC(=O)c2cccs2)cc1)c1ccc2c(c1)OCCO2 is listed as 5%	-12%	3.9%	i	-1.0%	0.2%	36%	16%	7%

Screens deposited in PubChem BioAssay by several laboratories.
